# Screening results: PubChem, National Center for Advancing Translational Sciences (NCATS)
# Abeta yeast res: compounds reversing amyloid beta toxicity in yeast; yeast expressing A-beta42, growth rescue, OD600, 48 h; response scale: 0% DMSO, 100% iron-clioquinol control; Potency, µM (highest dose often 46.1 µM), for inactives: top-dose growth rescue, most hits filed as activators; hit rate 0.063% among 410,000; further: potency means the concentration at half of the fitted maximal effect; nearly all actives have a fitted effect of over 55% in size
#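 Yeast A-beta toxicity model in growth medium with pinned compounds, 48 h at 30 C; growth read as absorbance at 600 nm. Normalized to FeCl3/clioquinol equimolar mix (positive) and DMSO (negative).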
# HepG2 viability: HepG2 cytotoxicity, counter-screen for TGF-b inhibitors | HepG2 CAGA-GFP viability, ATP luminescence, 18 h | Potency, µM (highest dose often 46.1 µM), for inactives: at the highest dose activity change, negative = cytotoxicity, actives largely listed as cytotoxic | hit rate 0.76% among 410,000 | AID 588856; further: potency means the concentration at half of the fitted maximal effect; some results filed as inactive show a strong effect at the top dose
#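 HepG2 CAGA-GFP cells (1000/well, DMEM with 1% FBS) received compound, then TGF-beta at 500 pg/mL final, and were incubated 18 hours at 37 degrees C. Viability was read by CellTiter-Glo luminescence. Media-only wells were set as complete cell-killing and DMSO as no toxicity.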
# CCT chaperon mod: cytosolic chaperonin activity modulation | purified chaperonin ATPase assay, HTRF ADP detection, 30 min | activity change, % (concentration not given with the values), hits read low | hit rate 0.3% among 360,000; in the data active means activity change below about -30%; further: on the % scale 0 is the no-effect control and ±100 the full control effect
#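 TRiC at 40 or 20 nM final (batch-dependent) in 30 mM Tris pH 7.4, 100 mM KCl, 5 mM MgCl2, 1 mM DTT, with compound at single 76 uM and 10 uM ATP, 30 min at 37 deg C. ADP detected by HTRF Transcreener, 665/615 ratio.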
# MmCpn inh: inhibitors of Methanococcus maripaludis chaperonin (MmCpn) | Potency, µM (titrated, usually from 76.9 µM), for inactives: at the highest dose activity, negative = inhibition, most hits filed as inhibitors | hit rate 0.031% among 330,000 | purified Mm-Cpn ATPase, ADP Transcreener TR-FRET | AID 504842; further: potency means the concentration at half of the fitted maximal effect; on the % scale 0 is the no-effect control and ±100 the full control effect; nearly all actives have a fitted effect of over 80% in size
#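 Compound-treated chaperonin, 25 nM final, turns over 10 uM ATP at 37°C for 30 min following a 10 min preincubation; ADP generated competes with ADP-d2 for Eu-cryptate antibody, lowering FRET.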
# pAkt inh: blocks phosphorylation of Akt; hit rate 0.32% among 360,000; activity change, % for hits at 50 µM; AID 651550; Neuro2A IGF-stimulated pAkt S473 HTRF, 20 min; stronger effect = lower value; in the data active means activity change below about -80%; inconclusive means mostly about -51% to -80%; further: on the % scale 0 is the no-effect control and ±100 the full control effect
#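 Single-point screen (50 µM final compound) in Neuro2A cells stimulated 20 min with 6 nM IGF at 37 deg C. After lysis, Ser473-phosphorylated Akt read by HTRF (ex 330 nm, em 615/665 nm) as the 665/615 ratio.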
# A549 tox: counter-screen for Nrf2 inhibitors: cytotoxicity in A549 cells; hit rate 0.16% among 390,000; Potency, µM (titrated, usually from 46 µM), inactives show at the highest dose activity change, negative = cytotoxicity, actives largely listed as inhibitors; A549 ARE-Fluc cells, CellTiter-Fluor viability, 18-24 h; further: potency means the concentration at half of the fitted maximal effect; on the % scale 0 is the no-effect control and ±100 the full control effect
#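 Cytotoxicity counterscreen: CellTiter-Fluor fluorescence was measured in A549 ARE_Fluc cells after 18-24 h of compound exposure in a concentration series. The subsequent BugLite luminescent read reports ARE-luciferase activity.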
# TGFb inhibitor: inhibitors of TGF-b signaling; AID 588855; HepG2 CAGA-GFP TGF-b/SMAD3 reporter, GFP fluorescence, 18 h; TGF-beta stimulated, 500 pg/mL final; Potency, µM (doses to about 46.1 µM), inactives show at the top dose activity, negative = inhibition, hits mostly inhibitors; hit rate 1.2% among 410,000; further: potency means the concentration at half of the fitted maximal effect; on the % scale 0 is the no-effect control and ±100 the full control effect; nearly all actives have a fitted effect of over 65% in size
#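 HEPG2 CAGA-GFP cells (1000/well, DMEM with 1% FBS) were pre-incubated 2 h at 37 degrees C, given compound by pin tool, then stimulated with TGF-beta at 500 pg/mL final for 18 h before per-cell GFP fluorescence imaging.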
# Nrf2 block: blocks Nrf2 signaling. A549 ARE-Fluc reporter, luciferase luminescence, 18-24 h. Potency, µM (top dose mostly 46 µM), for inactives: at the highest dose activity change, negative = inhibition, most hits filed as inhibitors. hit rate 2.1% among 360,000; further: potency means the concentration at half of the fitted maximal effect; on the % scale 0 is the no-effect control and ±100 the full control effect; nearly all actives have a fitted effect of over 60% in size
#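 Cells were seeded and rested 2 h, then exposed to compounds for 18-24 h. CellTiter-Fluor was read first as a viability measure. BugLite was added 15 min before the final luminescent read of ARE-luciferase activity in A549 cells.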
# Nrf2 activator: activates Nrf2 signaling; AREc32 ARE-luciferase reporter (MCF7-derived line), luminescence, 24 h; Potency, µM (top dose mostly 46.1 µM), for the others: top-dose activation, most hits filed as activators; hit rate 0.31% among 410,000; further: potency means the concentration at half of the fitted maximal effect; % of control where 0% means no effect; nearly all actives have a fitted effect of over 65% in size
#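 ARE activation measured as luciferase luminescence (Steady-Glo, 30 min RT) in AREc32_Fluc cells after 24 hr compound exposure at 37 deg C, 5% CO2; cells seeded overnight at 1000/well in OPTI-MEM, 5% FBS.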
# The depositor's hits bear a star; i = inactive; ? = inconclusive; · = no result given. Unless noted, the call rests on the fitted dose curve; in most records, active means well fitted curve in the direction sought with a large enough effect; inconclusive means small, poorly fitted or top-dose-only effect, or another doubt; inactive means no such curve, though single readings can be large; an effect the other way counts as inactive or inconclusive.
SMILES,Abeta yeast res,HepG2 viability,CCT chaperon mod,MmCpn inh,pAkt inh,A549 tox,TGFb inhibitor,Nrf2 block,Nrf2 activator
C=CCn1cc(C(=O)N2CCN(CC)CC2)c(=O)c2cc(S(=O)(=O)N(CC)CC)ccc21,-3.7%,13.6%,2.4,-1.9%,i,-12.7%,7.0%,-0.1%,-0.4%
COc1ccc(C2CC(c3cccs3)=NN2C(=O)c2ccccc2)cc1OC (stereo not given),-1.6%,-17.2%,-3.1,1.9%,i,?,14.5%,?,-1.4%
CC1(C)CC(C(CC(=O)N2CCCC2)Cc2ccccc2)CCO1 (stereo not given),3.7%,-45.2%,-3.1,0.6%,i,0.5%,-7.6%,-7.3%,-0.6%
Cc1ccc(CN2CCN(Cc3cc(=O)c4ccccc4[nH]3)CC2CCO)o1 (stereo not given),23.5%,-2.3%,-1.7,-0.4%,i,1.7%,11.0%,-2.3%,3.9%
CC(=O)Nc1ccc(NC(=O)C(C)OC(=O)c2ccc(S(=O)(=O)N3CCCCC3)cc2)cc1 (stereo not given),6.5%,0.0%,-2.0,0.2%,i,1.3%,-0.5%,-6.7%,0.2%
CCOC(=O)c1c(-c2ccccc2)csc1NC(=O)c1cc(-c2cccc(Cl)c2)on1,-22.9%,-4.0%,·,·,·,4.8%,-0.9%,0.1%,0.1%
COc1ccc2c(c1)OC1(C)CC2C(C(=O)c2ccccc2OC)C(=O)N1 (stereo not given),2.7%,-2.1%,-3.5,-0.5%,i,-6.4%,-6.3%,2.7%,-0.4%
COc1ccc(NC(=O)CSc2nc3ncccc3[nH]2)cc1OC,5.8%,3.8%,-0.3,-0.4%,·,-1.1%,0.0%,5.3%,0.6%
CCN(CC)C(=O)[C@H]1CC(CC(=O)NC(C)(C)C)C(=O)N2CCc3c([nH]c4ccccc34)[C@]12C (stereo not given in full),6.3%,-1.6%,2.5,1.8%,i,1.6%,-4.3%,9.9%,-0.4%
CSc1oc(-c2ccco2)nc1S(=O)(=O)c1ccc(F)cc1,8.0%,0.6%,0.0,-1.1%,i,-3.3%,2.3%,-4.6%,0.3%
COc1ccc(CCNC(=O)c2ccc3c(c2)NC(=O)CS3)cc1OC,9.2%,-23.6%,-0.8,-0.3%,i,-2.0%,1.8%,-10.3%,-0.5%
Cc1nc2[nH]c(=S)n(C)c(=O)c2nc1C,-11.2%,-13.4%,0.5,0.1%,i,-0.7%,-26.6%,1.2%,-0.4%
COc1ccc(S(=O)Cc2ccc(C(=O)NCc3cccc(OC)c3)o2)cc1 (stereo not given),-0.2%,-2.4%,-0.7,-2.2%,i,2.8%,-1.4%,-12.9%,0.3%
CCOC(=O)Cc1nnc(Nc2ccc(C)cc2)c2ccccc12,-13.2%,-15.4%,-1.0,-1.0%,i,-12.6%,?,?,2.9%
COc1ccc(/C=C2\SC(=S)N(C(C)C(=O)NC3C=CS(=O)(=O)C3)C2=O)cc1 (stereo not given),9.1%,-12.3%,-1.9,-0.3%,i,?,8.0%,5.7%,?
O=C(Cc1ccc(F)cc1)N1CCN=C1SCc1ccc([N+](=O)[O-])cc1,6.7%,2.1%,-1.5,-0.8%,i,-2.7%,-1.3%,?,0.2%
S=C(NCc1ccccc1)NCc1ccccn1,3.7%,-14.2%,-2.0,2.5%,i,3.4%,9.3%,0.4%,2.6%
Cc1cc(-n2c(SCc3ccccc3F)nc3n[nH]c(C)c3c2=N)ccc1Cl,1.1%,-28.4%,-2.5,-24.2%,i,-22.1%,-21.4%,?,7.8%
O=C(COC(=O)CCC1CCCC1)Nc1cc(S(=O)(=O)N2CCOCC2)ccc1Cl,5.1%,-1.0%,-3.5,0.9%,i,0.1%,4.9%,5.2%,0.4%
COc1ccc(N2CCN(C(=O)CCS(=O)(=O)c3ccc4c(c3)NC(=O)C(C)S4)CC2)cc1 (stereo not given),-3.7%,-7.3%,-3.1,1.1%,i,1.8%,-25.5%,-5.5%,-0.9%
COc1cccc(/C=N/NC(=O)CNC(=O)COc2cccc(C)c2)c1O,2.0%,-17.4%,0.5,0.1%,i,-3.0%,?,7.9%,-0.7%
Cn1c(SCC(=O)Nc2ccc(NC(=O)c3ccccc3)cc2)nnc1-c1ccncc1,-1.6%,13.2%,-8.3,-2.7%,i,0.2%,11.0%,-3.0%,0.3%
COC(=O)c1nc(NC(=O)c2ccccc2Cl)n[nH]1,-2.6%,6.3%,-0.9,-0.1%,i,-1.6%,-14.6%,25.9µM*,-0.7%
CC(C)c1ccc(/C=C2\NC(=S)N(Cc3cccnc3)C2=O)cc1,1.2%,-5.8%,-1.6,0.9%,i,-8.8%,-12.5%,-0.7%,0.5%
Nc1nonc1-n1nnc(C(=O)N/N=C/c2cc(Br)ccc2O)c1CSC1=NCCS1,-15.9%,-31.7%,1.2,-3.2%,i,-13.8%,-8.3%,-27.0%,8.6%
CN1CN(C)C(c2ccncc2)=C1c1ccncc1,-12.7%,2.3%,0.1,-2.3%,i,-3.8%,7.8%,9.1%,-0.2%
COc1ccc(N(C(=O)Cn2nnc(-c3ccccc3F)n2)C(C(=O)NCC2CCCO2)c2ccc(Cl)cc2)cc1 (stereo not given),-4.1%,-1.3%,1.0,-1.1%,i,2.6%,2.6%,?,-0.7%
Cc1ccccc1CN1CCSc2sccc2C1=O,21.0%,-1.4%,2.0,-2.3%,i,-2.3%,-0.4%,-2.1%,-0.7%
Cc1nc(-c2ccccc2)sc1-c1n[nH]c(=S)n1C,15.1%,-0.4%,-0.6,-11.2%,i,·,1.6%,?,16.6%
CC1CCCN(C(=O)c2cc(-c3cccs3)nc3ccccc23)C1 (stereo not given),-4.2%,-5.1%,-0.4,-4.1%,i,-3.9%,0.0%,-27.8%,0.0%
CCCOc1ccc(C(=O)NNC(=S)NC(=O)c2ccccc2)cc1,10.2%,-15.8%,0.5,-2.5%,i,-15.6%,-13.4%,?,16.4%
CCOC(=O)/C(C#N)=C/c1ccc(N2CCCCC2)cc1,-17.1%,1.7%,1.6,1.5%,i,-2.4%,10.2%,27.1%,3.2%
N#Cc1ccc(N2CCOCC2)c([N+](=O)[O-])c1,-6.7%,-8.2%,-3.1,1.7%,i,0.7%,?,1.6%,-0.1%
CC1=NNC(=O)C1CCC(=O)N/N=C(\C)c1ccccc1 (stereo not given),-10.2%,-17.9%,-1.9,0.0%,i,2.4%,-3.5%,-3.2%,3.1%
CCCN1CCC(NC(=O)C2CCN(C(C)=O)CC2)CC1,2.6%,7.9%,2.1,-1.7%,i,3.6%,-2.4%,5.9%,0.3%
Nc1nonc1C(=O)NCCNCc1ccccc1F,-1.8%,-23.3%,·,·,·,-1.2%,21.9%,0.5%,-1.3%
Brc1ccc(-c2nnc(-c3cccnc3)c3conc23)cc1,0.1%,0.5%,-0.8,·,i,-1.9%,4.6%,20.0%,7.08µM*
O=C(NC(c1ccc(F)cc1)c1cnccn1)C1CCN(CCOc2ccc(Cl)cc2Cl)CC1 (stereo not given),-6.9%,-34.1%,-0.5,·,i,·,?,·,16.9%
CCc1nc(SC)ncc1C(=O)N1CCN(c2cc(C)ccc2C)CC1,2.2%,0.9%,·,·,·,3.6%,?,8.8%,5.1%
C[C@H](NC(=O)N1CCn2c1nc1ccccc12)C(=O)NCc1ccc(F)cc1,3.2%,5.7%,1.0,-0.7%,i,-2.0%,-2.8%,8.6%,-0.2%
Cn1ccc(NC(=O)Nc2ccc(Cl)cc2)n1,7.6%,20.3%,-0.3,-0.6%,i,-9.4%,17.6%,-23.4%,0.1%
COc1cc(C)c(S(=O)(=O)N2CCOCC2)c(C)c1C,27.3%,-3.1%,1.6,-15.2%,i,5.3%,-2.6%,-7.5%,0.3%
O=C(Nc1nnc(C2CC2)o1)c1ccc(S(=O)(=O)N2CCCc3ccccc32)cc1,?,-6.3%,-2.2,2.6%,i,-18.4%,?,10.3µM*,-1.8%
COc1cccc(-n2cc(C(=O)Nc3cc(OC)c(OC)c(OC)c3)c3ccccc3c2=O)c1,-13.9%,-24.3%,·,·,·,1.4%,-0.6%,36.5%,7.1%
Cc1ccc2[nH]c(=O)c(CN3CCCCC3)c(-c3ccccc3)c2c1,-3.9%,-23.7%,-0.2,-1.4%,i,-3.3%,-16.8%,13.6%,3.0%
Nc1nc(-c2ccc(Cl)cc2)cc(C(F)(F)F)n1,-0.8%,-2.2%,-2.0,-7.2%,i,-3.0%,-1.7%,0.7%,-0.5%
Nc1cccc(Oc2ccc3c(c2)C(=O)N(CC2CCCO2)C3=O)c1 (stereo not given),5.8%,-11.5%,-0.5,-1.0%,i,-5.9%,-17.1%,20.7%,4.7%
COc1ccccc1OCC(=O)Nc1ccc2c(c1)OCCO2,6.9%,9.5%,-1.1,0.4%,i,2.7%,-1.7%,?,0.3%
CN(CC(=O)Nc1ccccc1Br)C(=O)c1sccc1-c1ccccc1,-17.1%,-10.6%,-4.0,-0.2%,i,-9.8%,-16.1%,?,-0.6%
CCCCOC(=O)c1ccc(NC(=O)CSCc2n[nH]c(=O)[nH]2)cc1,1.9%,3.1%,0.3,-5.4%,·,1.3%,12.7%,9.0%,0.1%
COc1ccc(CN=C(C)c2c(C(F)(F)F)[nH]n(-c3nc4ccccc4s3)c2=O)cc1,-11.5%,-23.8%,-3.0,-1.2%,i,-22.5%,-21.0%,?,-0.4%
